12-LOX inh – blocks human arachidonate 12S-lipoxygenase; P18054; purified 12hLO, xylenol orange hydroperoxide absorbance; Potency, µM (top dose mostly 108 µM), without a hit: at the top dose activity change, negative = inhibition, usual class: inhibitors; 580,000 tested, 1.1% active; active means well fitted inhibition curve with a large enough effect; inconclusive means small, poorly fitted or top-dose-only effect, or another doubt; inactive means no such curve, though single readings can be large or run the other way
Target sequence (P18054 whole entry, looked up): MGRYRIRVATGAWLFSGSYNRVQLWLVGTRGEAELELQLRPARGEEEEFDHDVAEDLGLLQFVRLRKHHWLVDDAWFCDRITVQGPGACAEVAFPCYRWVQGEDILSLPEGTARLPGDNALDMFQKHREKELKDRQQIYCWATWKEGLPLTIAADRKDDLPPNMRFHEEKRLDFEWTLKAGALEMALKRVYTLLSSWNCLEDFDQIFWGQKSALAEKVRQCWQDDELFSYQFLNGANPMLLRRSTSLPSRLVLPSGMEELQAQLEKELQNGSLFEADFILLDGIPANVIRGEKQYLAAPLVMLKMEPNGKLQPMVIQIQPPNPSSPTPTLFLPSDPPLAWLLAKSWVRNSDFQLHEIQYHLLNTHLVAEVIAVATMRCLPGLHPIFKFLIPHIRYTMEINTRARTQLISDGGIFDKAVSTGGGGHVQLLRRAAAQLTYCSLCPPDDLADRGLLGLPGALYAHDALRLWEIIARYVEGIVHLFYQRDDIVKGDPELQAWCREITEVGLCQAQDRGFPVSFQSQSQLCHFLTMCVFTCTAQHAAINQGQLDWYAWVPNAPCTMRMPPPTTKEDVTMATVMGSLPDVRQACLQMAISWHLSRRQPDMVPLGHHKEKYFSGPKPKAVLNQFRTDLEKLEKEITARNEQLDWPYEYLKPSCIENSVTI
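Hydroperoxide product was detected by ferrous iron/xylenol orange as the 573 to 405 nm absorbance ratio. Arachidonic acid at 40 uM (final) was turned over for 30 min at room temperature by 150 nM human 12hLO, pH 7.0 Hepes buffer, after 15 min compound preincubation.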
An asterisk follows results filed as active; ? = inconclusive; & = joins results of further samples; [ ] = remark or other dose. On the % scale 0 is the no-effect control and ±100 the full control effect; potency means the concentration at half of the fitted maximal effect. These rows are one share of the data. The share of hits here may be higher or lower than overall.

SMILES	12-LOX inh
C#CCN1C(=O)[C@]2(OCCC=C[C@H]2C)c2cc(OC)ccc21	1%
CCOc1ccccc1CN1CCN(c2nccc(OC)n2)CC1CCO (stereo not given)	-11%
O=C(Cc1ccccc1Cl)N1CCC(c2n[nH]c(=O)n2Cc2ccc(F)cc2)CC1	-15%
CCC(=C/c1ccccc1)/C=N/O	0%
CC(C)C(Br)C(=O)Nc1ccccc1F (stereo not given)	9%
COc1ccccc1OCc1cc(C(=O)NCc2n[nH]c3c2CCC3)n[nH]1	93%[activator]
Cc1ccc(C(=O)Nc2ccc(-c3nc4ccccc4s3)c(C)c2)cc1	9%
Cc1cc(C)n2c(NC3CCCCC3)c(-c3cccnc3)nc2n1	-5%
COc1cccc(CN2CCC3(CC2)c2ccccc2[C@@H](NC(=O)c2ccccc2)[C@@H]3O)c1O	1%
Cc1ccc(S(=O)(=O)N2CCC(CCC(=O)NCc3ccccc3)CC2)cc1	-15%
CCCNC(=O)C1(C)CCCN(C(=O)C2(c3ccc(Cl)cc3)CCCC2)C1 (stereo not given)	-4%
CCCCNC(=O)C1(C)CCN1C(=O)c1ccc2ccccc2n1 (stereo not given)	-13%
C=CCNC(=O)c1cc(-c2ccccc2C)nc2ccccc12	?
CO[C@H]1C(=O)N(C2CCN(C(=O)c3cc4ccccc4[nH]3)CC2)[C@H]1c1ccncc1	2%
CN(C)C1=C(C(=O)Nc2ccc(F)cc2)S(=O)(=O)c2ccccc21	2%
Cc1ccc(S(=O)(=O)NC[C@H]2O[C@@H](CC(=O)N3CCN(c4ccccc4)CC3)[C@H](O)[C@@H]2O)cc1	?
CC1(C)CC(NC(=O)Nc2ccc(OC(F)F)cc2)CC(C)(C)N1	10%
COCCNC(=O)[C@@H]1C[C@@H](O)CN1C1CCN(C(=O)c2ccc3ccccc3n2)CC1	14%
COc1ccc(C(CC(=O)NCc2cccnc2)Sc2n[nH]c(-c3ccc(F)cc3)n2)cc1 (stereo not given)	?
CCCc1[nH]nc2c1C(c1ccccc1)C(C#N)=C(N)O2 (stereo not given)	?
COc1cccc(-c2noc(CC3CCN(C(=O)c4ccc(C)cc4)CC3)n2)c1	17%
CCCOc1ccc(C(=O)N2CCCCC2CCN2CCOCC2)cc1 (stereo not given)	-4%
CCOc1ccccc1C(=O)N1CCC(Oc2ncccc2C(=O)N(C)C)C1 (stereo not given)	8%
O=C(CN1C2=NCCN2c2ccccc21)c1cccc(Br)c1	22%
Fc1ccc(NC(=S)NCCC2=CCCCC2)cc1	?
SMILES	12-LOX inh
Cc1ccc(C(=O)N2CCC(N3CCCNC3=O)CC2)cc1	19%&45%[176 µM]
CCSCc1ccc(C(=O)O)cc1	52%[activator]
Cc1cc(C)c(NC(=O)COC(=O)c2cccc(O)c2)c(Cl)c1	-27%
CCCCCCCCCCCC(=O)N/N=C/C1CCCCC1	66%[activator]
CC(C)C(=O)N1c2ccccc2NC2=C(C(=O)CC(C)(C)C2)C1c1ccccc1 (stereo not given)	9%
CC1=CCCC(C)(C)C1/C=C/C(C)=N\Nc1cc(C(F)(F)F)ccc1Cl (stereo not given)	?
CCCNC(=O)C1(C)CCCN(C(=O)c2ccc3sccc3c2)C1 (stereo not given)	-18%
Cc1ccc(S(=O)(=O)Nc2cc(Cl)ccc2C(=O)Nc2nc(-c3ccccc3)cs2)cc1	?
COC(=O)c1nc(-c2ccc(F)cc2)no1	-31%
O=C(CCc1ncc(-c2c(F)cccc2F)o1)Nc1ccc(Br)cc1	?
CCN(CC)C(=O)Cn1cc(C(=O)N2CCCC2c2nc3ccccc3s2)nn1 (stereo not given)	5%
Cc1oc(-c2nc(C#N)c(NCc3ccccc3)o2)cc1S(=O)(=O)N1CCOCC1	?
c1ccc(-c2cn3c(n2)CO[C@@H](CNCC2CCCCC2)C3)cc1	43%[activator][176 µM]
COc1ccc(C(=O)NC[C@H]2Cn3ccnc3CO2)cc1	21%[176 µM]
CC(=O)N1CCC2(CC1)SCC(=O)N2c1ccc(F)cc1	30%[activator]
CC(=O)NC1(C)CCN(Cc2ccc(-c3ccc(Oc4ccccc4)cc3)cc2)C1 (stereo not given)	?
CNC(=O)[C@@H]1CN(C(=O)CCc2ccccc2OC)C[C@H]1c1n[nH]c(C)n1	19%
O=C(Nc1ccc(-c2ccc(Cl)cc2)cc1)c1ccncc1	7.1µM*
O=C(c1cccc(Cl)c1)N1CCC2(CC1)NC(=O)N(c1ccccc1Cl)N2	1.6µM*
O=C(CCC1CCN(C(=O)C2CC=CCC2)CC1)Nc1ccccc1 (stereo not given)	-1%
CCCN1CCN(c2cc(C(=O)O)c3cc(NC(=O)c4ccccc4C)ccc3n2)CC1	?
CN(C)c1ccc(/C=N/NC(=O)C(c2ccccc2)c2ccccc2)cc1	15%
C=CCNC(=O)NC(=O)CN(C)CC(=O)Nc1ccccc1C(F)(F)F	12%
CCc1nc2c(c(-c3ccc(Cl)cc3)n1)CN(C(=O)OC)CC2	?
C[C@@H]1CN(c2cnc3ccccc3n2)CC[C@@]1(O)C1CCC1	-27%

Arranged by molecular weight (high to low): part of the list above
SMILES	12-LOX inh
Cc1ccc(S(=O)(=O)Nc2cc(Cl)ccc2C(=O)Nc2nc(-c3ccccc3)cs2)cc1	?
O=C(CCc1ncc(-c2c(F)cccc2F)o1)Nc1ccc(Br)cc1	?
C=CCNC(=O)NC(=O)CN(C)CC(=O)Nc1ccccc1C(F)(F)F	12%
CCc1nc2c(c(-c3ccc(Cl)cc3)n1)CN(C(=O)OC)CC2	?
c1ccc(-c2cn3c(n2)CO[C@@H](CNCC2CCCCC2)C3)cc1	43%[activator][176 µM]
CC(=O)N1CCC2(CC1)SCC(=O)N2c1ccc(F)cc1	30%[activator]
Cc1ccc(C(=O)N2CCC(N3CCCNC3=O)CC2)cc1	19%&45%[176 µM]

5 records drawn at random from those above, as already listed:
SMILES	12-LOX inh
CCSCc1ccc(C(=O)O)cc1	52%[activator]
Cc1ccc(S(=O)(=O)Nc2cc(Cl)ccc2C(=O)Nc2nc(-c3ccccc3)cs2)cc1	?
CCCNC(=O)C1(C)CCCN(C(=O)c2ccc3sccc3c2)C1 (stereo not given)	-18%
COc1ccc(C(=O)NC[C@H]2Cn3ccnc3CO2)cc1	21%[176 µM]
CCN(CC)C(=O)Cn1cc(C(=O)N2CCCC2c2nc3ccccc3s2)nn1 (stereo not given)	5%

Of the compounds above, two contain a COOH group.
SMILES	12-LOX inh
CCSCc1ccc(C(=O)O)cc1	52%[activator]
CCCN1CCN(c2cc(C(=O)O)c3cc(NC(=O)c4ccccc4C)ccc3n2)CC1	?

Next results.
SMILES	12-LOX inh
Cc1ccc(-c2cnc([C@@H]3COCCN3C(C)C)[nH]2)cc1	16%[176 µM]
Clc1cccc(-c2nc(CSc3ncn[nH]3)co2)c1	-16%
C=CCNC(=O)CN(C)CC(=O)NC1CC1	14%
COc1ccc(OCC(=O)NCc2ccco2)c(C(=O)O)c1	?
COc1cccc(C(C)(O)c2nc(-c3cccc(C(=O)O)c3)cs2)c1 (stereo not given)	1%
O=C(NCC1CC1)C1CCCN(C(=O)Cc2c[nH]c3ccccc23)C1 (stereo not given)	-1%
CCS(=O)(=O)N1CCC2(CCCN(C3CCOCC3)C2=O)C1 (stereo not given)	-44%
O=C(COC(=O)c1csc(NCc2ccccc2)n1)NC1CCCC1	-2%
COc1cccc(C(=O)N2CCCC(n3cc(-c4nc(C5CC5)no4)nn3)C2)c1 (stereo not given)	13%
CCC(Oc1ccccc1)C(=O)Nc1ccc(S(=O)(=O)NCC(=O)c2ccccc2)cc1 (stereo not given)	?
COCCOCC1(CNC(=O)C2CCOCC2)C[C@@H](O)[C@@H](O)C1 (stereo not given in full)	-4%[176 µM]
CC(O)(c1cccc(F)c1)c1nc(-c2csc3ccccc23)cs1 (stereo not given)	?
CCCc1cc(=O)n2[nH]c(NC(=O)CC(C)C)nc2n1	-57%
CC(C)c1noc(CC2CCN(C(=O)Cc3ccc(F)cc3)CC2)n1	14%
Cn1ccnc1CN1C(=O)CO[C@H](c2ccc(NC(=O)c3ccc(F)c(Cl)c3)cc2)[C@H]1CO	-5%
Cc1ccc(-n2nc(C)cc2NC(=O)CSc2nnnn2-c2cc(C)cc(C)c2)cc1	20%
COc1ccc(C#CCN(Cc2ccc(OC)cc2OC)C(N)=NC(=O)CCc2ccccc2)cc1	39%[activator]
O=C(CSc1ccc2c(c1)OCCCO2)NC(c1ccccc1)c1cccs1 (stereo not given)	-6%
O=C(O)c1cc(Cl)c(Cl)c(Cl)c1	?
COc1cccc(OC)c1CN1CC[C@@H]2CN(S(C)(=O)=O)[C@@H]2C1	50%[activator]
COc1ccc(-c2nc3c(c(=O)[nH]2)CCN(C(=O)Cc2ccsc2)C3)cc1	-6%
Cc1ccc(C)c(NC(=O)N2CCCC(c3noc(COc4ccccc4)n3)C2)c1 (stereo not given)	5%
O=c1[nH]c(=S)[nH]c2c1C(c1ccc(F)cc1)OC(C1CCCCC1)C2 (stereo not given)	?
CCNC(=O)c1cccc(NC(=O)Cc2c[nH]c3ccccc23)c1	-18%
Cc1n[nH]c(C)c1C(=O)CC1(O)C(=O)N(CCc2ccccc2)c2ccccc21 (stereo not given)	4%
SMILES	12-LOX inh
Cc1cc(C)cc(Nc2cc(C(=O)NCCCOC(C)C)c3ccccc3n2)c1	15%
CN1C(=O)CO[C@H](c2ccc(NC(=O)c3cccnc3)cc2)[C@H]1CO	10%[176 µM]
COc1ccc2[nH]c3c(c2c1)CCNC31CCN(C(=O)c2ccccn2)CC1	3%
O=C1CCN(C(=O)[C@@H](Cc2ccccc2)NC(=O)c2ccoc2)CCOCCN1	8%
COc1cc(CN(C)C(=O)Cn2c(=O)c3c(ncn3C)n(C)c2=O)ccc1OC(F)F	17%
CC(C)c1ccc(CC(=O)N2CCCc3ncc(C(=O)N(C)Cc4ccccc4)cc32)cc1	2%
Cc1cn(CC(=O)NCc2nc3ccccc3[nH]2)c(=O)[nH]c1=O	?
O=C(N1CCC2(CC1)CC(N(Cc1ccccc1)C1CC1)CCO2)C1(c2ccccc2)CC1 (stereo not given)	-2%
Cc1ccc(C2=NC3(CCN(C(=O)c4cc(F)ccc4F)CC3)ON2)cc1	2%
Cc1nc2ccccc2c(C)c1CC(=O)NCC(C)C	-2%
CN(C)CC(=O)N1Cc2ccccc2CC2(CCCN(C)C2)C1 (stereo not given)	8%[6.33 µM]
CCN1CCC(NC(=O)CC23CC4CC(CC(C4)C2)C3)CC1	?
O=C(C1CCN(S(=O)(=O)c2ccccc2)CC1)N1CCCC1c1ccc2c(c1)OCCCO2 (stereo not given)	-7%
COc1ccc(-c2ncc(CCNC(=O)c3cccc(F)c3)[nH]2)cc1	7%
COc1ccc(C(=O)NCC(=O)N2CCCCCCNC(=O)CC2c2ccccc2)cc1F (stereo not given)	2%
COC(=O)c1ccc(COC(=O)c2ccc(O)cc2)o1	2%
CC(=O)Nc1ccc(S(=O)(=O)NC(C)C(=O)OCC(=O)Nc2ccc(F)cc2Cl)cc1 (stereo not given)	-18%
Cc1ccc(CNC(=O)C2CCN(c3cc(C(F)(F)F)ncn3)CC2)cc1	1%
Cc1nc2nc(SCC(=O)c3ccc(F)cc3)[nH]c2cc1Br	0%
COCCNC(=O)c1cccc(-c2nc3c(NC4CCCCC4)nccc3[nH]2)c1	-3%
O=C(O)c1ccc(C2CCCN(C(=O)CSCC3CC3)C2)cc1 (stereo not given)	19%
COCC1CN(C)CC12CCN(C1CCOCC1)CC2 (stereo not given)	75%[activator]
CC(C)S(=O)(=O)CCNc1nccc(-c2cccnc2)n1	-3%
CCC(C(=O)NCCn1ccn2nc(-c3ccc(F)cc3)cc2c1=O)c1ccccc1 (stereo not given)	8%
Cc1ccc(C2Cn3nnc(C(=O)N4CCN(C(=O)Cc5cccc(F)c5)CC4)c3CO2)cc1 (stereo not given)	38%[activator]
SMILES	12-LOX inh
O=C(CCCSc1ccccc1)Nc1nc2ccc(F)cc2s1	-9%
COc1ccc(-n2nc(C)c3c2NC(=O)CC3c2cccc(OC)c2OC(C)C)nn1 (stereo not given)	-20%
Cc1ccc(SCC(=O)c2ccc3c(c2)OCCO3)c(C)c1	?
CC(C)CNC(=O)N1CCCC(c2nn[nH]n2)C1 (stereo not given)	?
CSCCC(NC(=O)c1ccc(Cl)cc1Cl)C(=O)Nc1ccc(C)cc1 (stereo not given)	?
CN1CCN(c2ccc3ncc(Nc4ccc5c(c4)OCCO5)n3n2)CC1	12%[176 µM]
CN1CC2(CCCN(C(=O)c3cn4cc(Cl)ccc4n3)C2)OC1=O (stereo not given)	27%
CC(C(=O)Nc1ccccc1Cl)N1CCN(c2ccccc2)CC1 (stereo not given)	?
Cc1ncoc1C(=O)NC1CCc2nnc(C3CC3)n2CC1 (stereo not given)	43%[activator]
CCCC(C)N1CC2(CCN(C(=O)c3csc(C(C)C)n3)CC2)OC1=O (stereo not given)	-3%
N#Cc1ccc(C(=O)N[C@H]2[C@H](O)[C@H](O)C[C@@H]2c2cccnc2)cc1	24%[176 µM]
O=C1Nc2ccccc2-n2nnnc2C1N1CCN(c2ccccn2)CC1 (stereo not given)	-7%
O/N=C1\CCCc2c1nc(-c1cccc(Cl)c1)n2O	8%
O=C1CCN(C(=O)Cc2cccc(F)c2)CCCCCCN1	40%[activator]
O=C1CCN(S(=O)(=O)c2ccccc2)CCCN(C2CCCCC2)CCN1	66%[activator]
CC1(C)CN(C2CCCCC2)C(=O)[C@H]1CC(=O)Nc1ccc(Br)cc1	-7%
COCc1nncn1C1CCN(C(=O)c2ccc(F)c(F)c2)CC1	40%[activator]
